TAAR1 antag – antagonists of human TAAR1; 1.5% of 360,000 active; Q96RJ0; CHO RD-HGA16 TAAR1, Fluo-8 calcium fluorescence, antagonist; AID 624466; inhibition, % at 3 µM;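 active means inhibition above a per-plate cutoff, the mean inhibition of test compounds on that plate plus 3 SD, cut at about 49% in these data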;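 further: 0% = DMSO plus EC80 beta-PEA response and 100% = DMSO alone without agonist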
Target sequence (Q96RJ0 whole entry, looked up): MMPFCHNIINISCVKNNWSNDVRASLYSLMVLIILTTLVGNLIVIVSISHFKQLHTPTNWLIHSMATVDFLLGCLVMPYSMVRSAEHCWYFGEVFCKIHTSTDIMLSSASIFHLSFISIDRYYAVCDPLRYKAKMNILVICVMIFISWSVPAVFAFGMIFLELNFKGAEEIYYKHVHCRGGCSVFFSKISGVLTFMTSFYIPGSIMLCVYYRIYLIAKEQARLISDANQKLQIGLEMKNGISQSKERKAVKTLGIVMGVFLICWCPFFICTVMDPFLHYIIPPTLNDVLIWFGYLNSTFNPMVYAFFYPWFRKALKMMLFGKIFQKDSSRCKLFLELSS
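Test system – hTAAR1-expressing CHO RD-HGA16 cells, Gα16-coupled · Reagent – β-PEA at EC80 concentration, post-compound challenge · Compound dosing – 3 µM, single point · Timing – 140 s kinetic read after compound, 140 s after agonist · Detection – Fluo-8 intracellular calcium dye fluorescence, real-time kinetic reads · Control set – DMSO and EC80 PEA controls · Repeats – n of 1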
CHO-K1 Ca antag – M1 antagonist counterscreen hit in parental CHO-K1 cells; inhibition, % at 3 µM; AID 602250; 0.6% of 360,000 active; ATP-induced calcium, Fluo-8 fluorescence;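 active means inhibition above a per-plate cutoff, the plate's mean sample inhibition plus 3 SD, cut at about 24% in these data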;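 further: 0% = DMSO plus EC80 ATP and 100% = DMSO alone without ATP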
CHO parental Ca – signal in parental CHO cells, OX1R antagonist counter-screen | parental CHO-K1, ATP-induced calcium, Fluo-8 fluorescence | inhibition, % at 5.6 µM | 0.63% of 330,000 active | AID 463079;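 active means inhibition above that plate's mean sample inhibition plus 3 SD, cut at about 26% in these data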;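 further: 0% = ATP-challenged DMSO wells and 100% = DMSO wells without ATP; some compounds past the cut are filed as inactive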
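Assay system: parental CHO cells; Read-out basis: percent inhibition of ATP-evoked calcium rise, normalized to controls; Benchmarks: ATP and no-ATP DMSO wells; Compound dosing: single nominal dose of 5.6 µM per compound; Signal: Fluo-8 calcium dye fluorescence; Also added: ATP as calcium-mobilizing challenge; Repeats: singlicate.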
M1 PAM parental – nonselective activator or artifact in parental CHO-K1 calcium assay; activation, % at 3 µM; AID 602247; ATP EC20, Fluo-8 calcium fluorescence; 0% at ATP EC20, 100% at ATP max; 0.02% of 360,000 active;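 active means activation above the run cutoff, the mean activation of all test compounds plus 3 SD, cut at about 40% in these data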;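 further: peak over basal fluorescence ratio in a 140 s read after ATP addition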
OXTR potentiate – potentiates the human oxytocin receptor response | AID 2445 | activation, % at 3 µM | CHO-OTR cells, Fluo-8 calcium fluorescence, potentiator mode; 0% = oxytocin EC15, 100% = EC100 | P30559 | 0.061% of 320,000 active;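 active means activation above that plate's cutoff, the mean activation of tested compounds plus 3 SD, cut at about 6.6% in these data, passing the limit was not always enough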;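 further: 100% uses oxytocin at 75 nM as the full agonist control; some results filed as inactive read as strong as hits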
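System: human OTR in CHO cells; Also added: sub-maximal oxytocin, roughly EC15; Timing: compound 6 min at room temperature before oxytocin, 100 s read; Technique: Fluo-8 intracellular calcium fluorescence, ex 470-495, em 515-575 nm; Controls: oxytocin EC15 low and EC100 high; Replication: singlicate.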
TAAR1 agonist – agonists of human TAAR1; Q96RJ0; CHO RD-HGA16 TAAR1, Fluo-8 calcium fluorescence; vehicle wells 0%, saturating PEA agonist 100%; activation, % at 3 µM; 0.99% of 360,000 active;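 active means activation above the mean activation of all test compounds in the run plus 3 SD, cut at about 38% in these data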
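System: CHO-derived RD-HGA16 cells with stable Gα16 and human TAAR1. Times: 17-24 h plating, Fluo-8 75 min 37 °C, 30 min RT. Measured by: calcium-sensitive Fluo-8 signal, excitation 470-495, emission 515-575 nm. Read-out basis: % activation relative to PEA EC100 response. Control set: DMSO and PEA EC100. Repeats: no replicates (n 1).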
CHRM1 agonist – activates human CHRM1 receptor; P11229; CHO-K1 hM1, Fluo-8 calcium fluorescence, agonist mode; 0% DMSO, 100% acetylcholine EC100; activation, % at 3 µM; 0.33% of 360,000 active;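 active means activation above the run's mean compound activation plus 3 SD, cut at about 16% in these data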;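 further: peak over basal fluorescence ratio within a 140 s kinetic read after compound addition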
CHO-K1 Ca ag – nonselective activator or artifact in parental CHO-K1 cells. Fluo-8 calcium fluorescence; scaled to maximal ATP response, vehicle zero. activation, % at 3 µM. 0.48% of 360,000 active. AID 602248; in the data active means activation above about 15%;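 further: untransfected CHO-K1 host cells lacking M1 receptor as counterscreen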
V1R ag counter – counter-screen for oxytocin receptor agonists: human V1a receptor agonists | 0.25% of 320,000 active | AID 2797 | activation, % at 3 µM | CHO-V1R cells, Fluo-8 calcium fluorescence, agonist mode; 0% DMSO, 100% 3 nM vasopressin | P37288;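 active means activation above the mean activation of all tested compounds plus 3 SD, per screening run, cut at about 20% in these data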;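 further: signal is peak over basal fluorescence ratio across a 100 second FLIPR read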
Target sequence (P37288 whole entry, looked up): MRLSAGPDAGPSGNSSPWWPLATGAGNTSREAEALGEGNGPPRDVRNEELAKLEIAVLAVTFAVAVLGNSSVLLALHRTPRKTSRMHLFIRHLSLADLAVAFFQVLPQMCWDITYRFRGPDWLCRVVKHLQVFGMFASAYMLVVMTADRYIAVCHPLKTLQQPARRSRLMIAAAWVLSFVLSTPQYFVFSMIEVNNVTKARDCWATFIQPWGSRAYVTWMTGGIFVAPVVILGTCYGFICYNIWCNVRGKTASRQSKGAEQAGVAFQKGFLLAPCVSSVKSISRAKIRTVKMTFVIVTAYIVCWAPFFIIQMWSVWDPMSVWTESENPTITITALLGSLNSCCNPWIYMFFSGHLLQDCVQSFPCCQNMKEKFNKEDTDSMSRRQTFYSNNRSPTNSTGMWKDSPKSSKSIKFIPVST
An asterisk follows results filed as active; / = no result given.

SMILES	TAAR1 antag	CHO-K1 Ca antag	CHO parental Ca	M1 PAM parental	OXTR potentiate	TAAR1 agonist	CHRM1 agonist	CHO-K1 Ca ag	V1R ag counter
COc1cc(C(=O)N2CCN(C(=O)c3ccco3)CC2)cc(OC)c1OC	1	-17	10	21	-13	14	-2	0.9	1.4
COc1cccc2cc(C(=O)C3=C(O)C(=O)N(CCN4CCOCC4)C3c3ccc(C)o3)oc12 (configuration not stated)	-10	-4	-12	-9	-5	0	-3	0.0	1.1
CC1N(C(=O)N2CCOCC2)CCN1S(=O)(=O)c1ccc(Cl)cc1 (configuration not stated)	2	-26	-1	8	-2	3	-2	1.0	0.4
Cc1ccc(NC(=O)CSCC(=O)N(CCC(C)C)c2c(N)n(Cc3ccccc3)c(=O)[nH]c2=O)cc1	-4	5	/	-11	/	2	1	-0.2	/
O=[N+]([O-])c1cc(CN2CCC(O)CC2)ccc1Cl	-18	-16	-4	-7	-13	1	-4	0.4	1.2
CNC(=O)C(C)N1c2cccc3cccc(c23)S1(=O)=O (configuration not stated)	-19	5	/	7	/	2	-2	0.1	/
O=C(O)c1cc(S(=O)(=O)N2CCN(S(=O)(=O)c3ccccc3)CC2)ccc1Cl	-8	-3	-2	20	-10	-1	-4	6.3	0.1
O=S(=O)(c1ccc(Cl)cc1)N1CCCN(c2ccc(C(F)(F)F)cn2)CC1	-20	-2	-31	5	-12	1	-5	0.4	-0.8
CCOC(=O)Cc1csc(N/N=C\c2ccc(N(C)C)cc2)n1	-16	-5	3	1	-8	2	-2	0.0	1.1
Cc1ccc(C)c(NC(=O)CCN2CCCCC2)c1	6	-7	-10	5	9	4	-9	0.8	1.2
CCc1c(O)nc(SCC(=O)Nc2ccc3c(c2)CCC3)[nH]c1=O	-15	7	8	5	-7	9	2	0.1	0.2
O=C(COc1ccc(Cl)cc1)NNC(=O)c1ccncc1	-9	-10	-14	-1	0	17	-2	-0.2	2.6
CN(C)CCN(C)C1CN(Cc2ccc(F)cc2)S(=O)(=O)C1 (configuration not stated)	7	14	/	10	/	1	-10	0.2	/
Cc1ccc(N2CC(C(N)=O)CC2=O)cc1 (configuration not stated)	1	0	7	12	-2	1	-4	3.1	-0.5
Cc1ccc(NC(=O)CSc2nnc(-c3cccs3)n2Cc2ccco2)cc1	4	-9	-28	-13	-4	9	-5	-0.4	-0.5
C=C1CCN([C@@H](Cc2ccccc2)C(=O)NCc2ccc(Cl)cc2)S(=O)(=O)c2ccccc21	34	-6	-14	5	-5	8	-3	0.2	0.2
CSC1=NC(C(Cl)(Cl)Cl)N=C(c2ccccc2)N1 (configuration not stated)	-11	-7	-5	4	-4	6	-5	1.1	0.0
COC(=O)c1c(NC(=O)c2cnccn2)sc2c1CCC2	-8	-12	-8	27	-3	3	-2	0.7	2.4
CN1CCN(C2Cc3cc(F)ccc3Sc3ccc(Cl)cc32)CC1 (configuration not stated)	-14	-17	-16	14	-2	28	-1	4.9	6.9
C1=C(c2ccccc2)N2CCN=C2S1	6	-12	-3	15	-5	14	-5	-0.2	0.0
C/C(=N\Nc1ccc([N+](=O)[O-])cc1)c1ccc(-n2nncc2C)cc1	57*	4	-6	12	-8	15	-2	7.8	11
CCCCn1nnnc1C(c1cc2ccccc2o1)N(C)CCc1ccccc1 (configuration not stated)	22	-17	/	28	/	7	/	2.1	/
CCNC(=O)CSc1nc2ccccc2c(=O)n1OC	13	-21	3	19	1	8	-2	1.0	0.2
CCC1CCCCN1Cc1c(O)ccc2c(=O)c(-c3ccccc3)coc12 (configuration not stated)	-6	-4	-14	20	1	-1	-7	0.3	0.1
Cc1ccc(/C=N/N2CCN(Cc3ccccc3)CC2)o1	5	-10	-17	14	0	4	-4	0.7	0.8
CC(=O)c1cccc(NC(=O)/C(=C/c2ccncc2)NC(=O)c2ccccc2)c1	-12	-22	-6	17	1	1	-3	1.0	-0.2
CC[C@H](C)NC(=O)CCCCCn1c(=S)[nH]c2c([nH]c3ccc(OC)cc32)c1=O	-2	-3	-8	16	-9	12	0	0.1	-0.1
CCOC(=O)c1sc2nc(N3CCOCC3)c3c(c2c1N)CCN(Cc1ccccc1)C3	1	6	-11	-3	-7	7	-3	-0.4	-0.8
Cc1ccc(N(C)S(=O)(=O)c2csc(C(N)=O)c2)cc1C	12	-9	-8	16	-17	1	-3	3.2	2.8
NC(=O)c1ccccc1OCC(=O)Nc1ccc2c(c1)OCCO2	-10	19	/	-21	/	1	-4	-0.3	/
CSc1cccc(CNC(=O)C2CCC(=O)N(CC3CCCCC3)C2)c1 (configuration not stated)	-20	-9	-11	-1	-10	0	-3	3.5	3.0
Cc1nc(SCC(=O)c2cccc([N+](=O)[O-])c2)n[nH]1	11	-4	-11	17	-7	0	-2	1.4	0.5
Cc1sc2nc(C3CC3)nc(SCC(=O)N3c4ccccc4CC3C)c2c1C (configuration not stated)	/	-1	-9	3	3	/	-1	-0.4	0.4
C/C(=N\NC(=O)Cc1c(C)[nH][nH]c1=O)c1ccc(Cl)c(Cl)c1	-1	-7	-7	22	-2	3	-3	0.9	0.8
Cc1cc(NC(=O)c2c(F)cccc2Cl)n(-c2nc3ccccc3[nH]2)n1	50*	-2	-4	10	-6	6	-3	0.4	0.6
CCn1nc(C)c(CN2CCCC(CO)(Cc3cccc(Cl)c3)C2)c1C (configuration not stated)	-14	-14	-23	8	-1	2	-6	2.2	0.8
CC(C)NC(=O)N(C)C[C@@H]1Oc2c(NC(=O)Nc3ccccc3)cccc2C(=O)N([C@H](C)CO)C[C@H]1C	-3	-9	-11	8	-7	0	-4	0.4	1.5
COc1ccc2c(c1OC)C(=O)N1C2SC[C@H]1C(=O)NCCC(C)C (some centres not stated)	-10	-6	-26	10	-5	2	-1	0.0	0.7
Cc1ccc(N2C(=O)CC2(C#N)c2ccc(OCc3ccccc3)cc2)cc1 (configuration not stated)	1	7	3	-3	-20	20	0	0.3	2.2
Cc1cc(C)nc(Nc2ccc(F)cc2)n1	10	-20	-10	19	2	2	-10	0.2	-0.3

A section taken from the entries so far, as a working copy:
SMILES	TAAR1 antag	CHO-K1 Ca antag	CHO parental Ca	M1 PAM parental	OXTR potentiate	TAAR1 agonist	CHRM1 agonist	CHO-K1 Ca ag	V1R ag counter
CC[C@H](C)NC(=O)CCCCCn1c(=S)[nH]c2c([nH]c3ccc(OC)cc32)c1=O	-2	-3	-8	16	-9	12	0	0.1	-0.1
CCOC(=O)c1sc2nc(N3CCOCC3)c3c(c2c1N)CCN(Cc1ccccc1)C3	1	6	-11	-3	-7	7	-3	-0.4	-0.8
Cc1ccc(N(C)S(=O)(=O)c2csc(C(N)=O)c2)cc1C	12	-9	-8	16	-17	1	-3	3.2	2.8
NC(=O)c1ccccc1OCC(=O)Nc1ccc2c(c1)OCCO2	-10	19	/	-21	/	1	-4	-0.3	/
CSc1cccc(CNC(=O)C2CCC(=O)N(CC3CCCCC3)C2)c1 (configuration not stated)	-20	-9	-11	-1	-10	0	-3	3.5	3.0
Cc1nc(SCC(=O)c2cccc([N+](=O)[O-])c2)n[nH]1	11	-4	-11	17	-7	0	-2	1.4	0.5
Cc1sc2nc(C3CC3)nc(SCC(=O)N3c4ccccc4CC3C)c2c1C (configuration not stated)	/	-1	-9	3	3	/	-1	-0.4	0.4
C/C(=N\NC(=O)Cc1c(C)[nH][nH]c1=O)c1ccc(Cl)c(Cl)c1	-1	-7	-7	22	-2	3	-3	0.9	0.8
Cc1cc(NC(=O)c2c(F)cccc2Cl)n(-c2nc3ccccc3[nH]2)n1	50*	-2	-4	10	-6	6	-3	0.4	0.6
CCn1nc(C)c(CN2CCCC(CO)(Cc3cccc(Cl)c3)C2)c1C (configuration not stated)	-14	-14	-23	8	-1	2	-6	2.2	0.8
CC(C)NC(=O)N(C)C[C@@H]1Oc2c(NC(=O)Nc3ccccc3)cccc2C(=O)N([C@H](C)CO)C[C@H]1C	-3	-9	-11	8	-7	0	-4	0.4	1.5
COc1ccc2c(c1OC)C(=O)N1C2SC[C@H]1C(=O)NCCC(C)C (some centres not stated)	-10	-6	-26	10	-5	2	-1	0.0	0.7
Cc1ccc(N2C(=O)CC2(C#N)c2ccc(OCc3ccccc3)cc2)cc1 (configuration not stated)	1	7	3	-3	-20	20	0	0.3	2.2
Cc1cc(C)nc(Nc2ccc(F)cc2)n1	10	-20	-10	19	2	2	-10	0.2	-0.3

(continued)
SMILES	TAAR1 antag	CHO-K1 Ca antag	CHO parental Ca	M1 PAM parental	OXTR potentiate	TAAR1 agonist	CHRM1 agonist	CHO-K1 Ca ag	V1R ag counter
Cc1nc(NCc2ccccc2)[nH]c(=O)c1CCC(C)C	10	-7	-16	22	-11	10	-5	1.8	0.2
O=c1c([N+](=O)[O-])cccn1Cc1ccc(F)cc1Cl	-22	-8	2	4	-7	0	-5	1.7	-0.1
CCc1nc2c(OCc3ccc(Cl)cc3)cccn2c1N(C=O)Cc1ccccc1	-16	-19	/	15	/	5	-7	1.2	/
COCCNC(=S)NCCc1ccc(Cl)cc1Cl	15	-4	-6	5	-6	9	-5	0.0	-1.0
O=C(CCc1nnc(CCCCc2ccccc2)o1)N(CCO)Cc1ccccc1	4	-14	-25	12	-3	1	-1	2.6	0.9
Cc1ccc(S(=O)(=O)N2CCOCC2)cc1C(=O)OCC(=O)c1c(N)n(C)c(=O)n(C)c1=O	-9	-19	-7	7	-6	6	-5	4.5	0.7
N#CC(C#N)=C1NC(N)=C(C#N)C(c2ccccc2)=C1C#N	-14	0	-8	1	-11	2	0	-0.4	-0.2
CCc1ccc(NC(=O)[C@H](C)NC(=O)C2CCN(C(=O)[C@@H](N)Cc3ccccc3)CC2)cc1	/	12	-3	-13	-5	/	-5	0.2	0.1
C[C@H]1CN([C@@H](C)CO)C(=O)c2cc(/C=C/c3ccccc3)cnc2O[C@H]1CN(C)C(=O)c1cccc(F)c1	-9	-10	/	8	/	-1	-7	-0.2	/
CCOC(=O)c1sc(NC(=O)OC)c(C(=O)OC)c1C	-24	-15	1	-12	7	1	-4	0.8	0.9
CCOC1CCCC(n2cnc3c(=S)nc[nH]c32)O1 (configuration not stated)	-13	-3	/	-5	/	0	0	0.1	/

Assay outcomes as filed in PubChem BioAssay.
